# H9c2 protect = protects H9c2 cardiomyocytes from peroxide injury; H2O2 injury protection, ATPLite, 2 h; hit rate 0.63% among 360,000; protection from H2O2 cell death, % at 20 µM;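 active = compounds giving at least 50% protection of heart cells from peroxide-induced death in the single-dose screen, raw or plate-pattern-corrected value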;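 also: 0% = DMSO wells with peroxide and 100% = DMSO wells without peroxide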
# Exocytosis inh = blocks lytic granule exocytosis; hit rate 0.66% among 360,000; inhibition, % at 10 µM; TALL-104 LAMP-1 surface exposure, flow cytometry; cells stimulated with thapsigargin and PMA;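 active = inhibition above about 55%, limit read from the data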
# aDG glyco up = alpha-DG glycosylation activation; activation, % at 10 µM; AID 624168; Pro5-aDG cells, alpha-DG glycosylation AlphaScreen (IIH6); 0% Pro5, 100% B10-LARGE cell signal; hit rate 0.22% among 360,000;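 active = activation of at least 8% versus controls, or a plate z-score of at least 8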;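 also: Pro5 are CHO cells carrying HIG-tagged alpha-DG that lacks glycosylation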
# ABHD5-PLIN5 inh = ABHD5-PLIN5 protein interaction inhibition | Q00G26+Q8WTS1 | Split G. princeps luciferase complementation, luminescence, 4 h | inhibition, % at 4 µM | hit rate 0.78% among 360,000 | AID 602281;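 active = inhibition above the mean inhibition across every tested compound plus 3 SD, cut at about 22% in these data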;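 also: 0% = DMSO only wells and the 100% control is not disclosed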
# MC4R antag cAMP = human MC4R antagonism in cAMP assay; P32245; MC4R-expressing cells, MTII-stimulated cAMP, LANCE TR-FRET; inhibition, % at 6.5 µM; hit rate 0.48% among 360,000; AID 540295;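 active = inhibition above its plate's cutoff, the mean of tested wells on that plate plus 3 SD, cut at about 29% in these data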;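 also: 0% = Melanotan II alone and 100% = Melanotan II plus saturating MCL0020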
# Target sequence (P32245 whole entry, looked up): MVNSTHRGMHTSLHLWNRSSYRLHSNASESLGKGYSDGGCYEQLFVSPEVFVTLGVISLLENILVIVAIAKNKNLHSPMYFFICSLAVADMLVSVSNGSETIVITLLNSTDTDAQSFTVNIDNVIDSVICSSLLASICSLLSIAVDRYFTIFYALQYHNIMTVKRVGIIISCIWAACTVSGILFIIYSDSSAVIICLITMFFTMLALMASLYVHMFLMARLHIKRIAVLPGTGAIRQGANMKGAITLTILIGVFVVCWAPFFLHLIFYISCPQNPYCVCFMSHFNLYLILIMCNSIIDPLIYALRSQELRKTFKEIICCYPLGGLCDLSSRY
#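 Material – human MC4R-expressing U2OS cells · Repeats – no replicates · Detection – TR-FRET with Eu-cAMP and labeled anti-cAMP, 671 nm · Times – compound 30 min, challenge 1 h, detection 1 h · Compound – single nominal compound dose of 6.5 µM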
# MC4R barr agon = activates human MC4R beta-arrestin recruitment; P32245; U2OS MC4R beta-arrestin complementation, luminescence; percent of melanotan II response, DMSO zero; activation, % at 8.9 µM; hit rate 0.98% among 360,000; AID 540308;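 active = activation above a per-plate cutoff, the mean activation of sample wells on that plate plus 3 SD, cut at about 8% in these data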
# ABCB6 inh MLPCN = human ABCB6 transporter inhibition; Q9NP58; K562-ABCB6 porphyrin accumulation, flow cytometry, 1 h; hits give low values; fluorescence ratio to DMSO, % at 10 µM; hit rate 0.19% among 360,000;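 active = fluorescence ratio to DMSO below 75%, the collection mean minus 3 SD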;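 also: signal is porphyrin accumulated inside mitochondria; 100% equals median channel fluorescence of DMSO control wells; lower ratio means ABCB6 inhibition with less porphyrin fluorescence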
# HTR2A ag = agonists of mouse serotonin 5-HT2A receptor (HTR2A); hit rate 0.66% among 360,000; activation, % at 7.6 µM; CHO-K1 mHTR2A beta-arrestin complementation, luminescence; percent of 30 µM serotonin response; P35363; AID 624169;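 active = activation above a run cutoff, the mean activation of all tested compounds plus 3 SD, cut at about 14% in these data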;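 also: 0% = plate median of compound wells and 100% = 30 µM serotonin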
# Target sequence (P35363 whole entry, looked up): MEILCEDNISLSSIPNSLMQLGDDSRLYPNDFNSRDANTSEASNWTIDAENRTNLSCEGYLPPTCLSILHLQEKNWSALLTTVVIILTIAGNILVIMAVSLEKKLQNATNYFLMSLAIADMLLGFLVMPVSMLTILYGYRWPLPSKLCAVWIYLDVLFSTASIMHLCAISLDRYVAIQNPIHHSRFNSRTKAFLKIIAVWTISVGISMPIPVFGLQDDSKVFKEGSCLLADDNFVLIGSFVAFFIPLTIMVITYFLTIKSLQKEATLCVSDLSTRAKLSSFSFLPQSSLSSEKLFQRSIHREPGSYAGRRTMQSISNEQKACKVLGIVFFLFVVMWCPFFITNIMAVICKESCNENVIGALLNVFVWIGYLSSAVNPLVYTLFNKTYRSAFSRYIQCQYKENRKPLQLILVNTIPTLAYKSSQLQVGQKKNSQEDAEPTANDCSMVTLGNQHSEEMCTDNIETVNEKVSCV
# hiPSC survival = increases survival of single human iPS cells. hiPSC single-cell survival, ATPlite luminescence; 100% = ROCK inhibitor wells, 0% = DMSO. survival enhancement, % at 20 µM. hit rate 0.044% among 360,000; in the data active = survival enhancement above about 18%;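 also: cells exposed to compounds for 16 hours before the ATP read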
# Glyco luc inh = blocks N-linked glycosylation in D54 reporter cells | D54 ERlucT glycosylation luciferase reporter, 24 h; percent of 100 nM tunicamycin response | reporter increase, % at 12.5 µM | hit rate 0.23% among 360,000 | AID 588692;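 active = mean luciferase reporter signal, scaled so untreated is 0 and the glycosylation-blocking control 100, at or above a set limit in every replicate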;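 also: luciferase carries N-glycosylation sites so blocking glycosylation raises the light; 0% = median of neutral control wells and 100% = median of 100 nM tunicamycin wells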
# An asterisk follows results filed as active; nt = not tested or not shown.
SMILES,H9c2 protect,Exocytosis inh,aDG glyco up,ABHD5-PLIN5 inh,MC4R antag cAMP,MC4R barr agon,ABCB6 inh MLPCN,HTR2A ag,hiPSC survival,Glyco luc inh
O=C(O)Cn1nnnc1SCC(=O)Nc1ccc(F)cc1F,6,-6,-0.1,-4,9,1.4,99,1,0.0,2
C=CCN1C(=O)C2(OCCCO2)c2cc(C)ccc21,-3,-1,-0.1,4,3,-0.1,100,-3,0.4,1
CCOC(=O)c1cc(-c2csc(Nc3c(C)cc(C)cc3C)n2)on1,-14,91*,-0.1,2,23,2.5,91,-1,-0.2,3
CC(NC(=O)CCN1C(=O)c2ccccc2C1=O)c1ccc2c(c1)CCCC2 (stereo unspecified),0,-2,-0.1,-5,3,0.3,96,-1,0.9,1
Cc1ccc(N(CC(=O)Nc2ccc(C)cc2C)S(=O)(=O)N2CCCC2)cc1,-5,-1,0.1,-1,7,-1.4,102,1,-0.3,-4
NC(=O)c1ccc(SCC(=O)OCC(=O)N2CCCC2=O)c([N+](=O)[O-])c1,18,-1,-0.3,0,14,0.3,96,0,-0.1,1
Cc1ccc2cc(C3CC(c4ccco4)=NN3C(=O)CCC(=O)O)c(Cl)nc2c1 (stereo unspecified),11,0,0.2,-2,12,0.2,105,-2,-0.5,-1
Cc1ccc(OCC(=O)Nc2ccc(N3CCN(C(=O)c4ccco4)CC3)cc2)cc1,-5,3,-0.1,-6,-4,0.9,95,1,1.3,-2
CCCc1cc(=O)[nH]c(SCC(=O)NC)n1,2,0,0.0,-4,8,-0.5,100,-2,-3.6,1
CC(C)NC(=O)c1cc(C2CCCCN2C(=O)c2ccc(C#N)cc2)on1 (stereo unspecified),-7,-3,0.0,-4,5,1.5,102,-4,2.4,0
Cc1ccc(S(=O)(=O)C[C@@H]2OC[C@H](Cc3ccccc3)N2S(=O)(=O)c2ccc(C)cc2)cc1,nt,-1,0.1,-3,nt,nt,nt,-8,nt,nt
O=C(Cn1cc(C(=O)c2cccs2)c2ccccc21)NC1CCCCC1,-3,-3,0.3,-1,-3,-2.6,60*,-1,5.6,-3
C=CCSc1nnc2n(CCc3ccccc3)c(=O)c3c4c(sc3n12)COC(C)(C)C4,5,1,-0.6,-5,3,-0.3,96,-1,3.8,-1
O=C(CN(c1ccc(F)cc1)S(=O)(=O)c1ccccc1)N1CCOCC1,-1,0,-0.1,7,12,-3.4,101,4,-0.4,nt
CCN(C(=O)c1cc2c(s1)-c1ccccc1OC2)c1cc(OC)ccc1OC,-2,6,-0.3,-4,7,1.1,91,-4,-0.3,-11
COc1ccc(C)cc1Nc1cc(C)nc2nc(C)nn12,4,0,-0.1,-8,-3,-0.4,104,0,-0.5,15
Cc1ccc(/C=C/C(=O)OCC(=O)N(CC(C)C)c2c(N)n(Cc3ccccc3)c(=O)[nH]c2=O)o1,6,4,0.7,6,-4,2.2,97,-4,-0.3,3
CNC(=S)NNC(=O)c1cc(-c2cccnc2)nc2ccccc12,-14,-2,-0.2,-4,2,-2.1,98,-2,-0.3,4
CCOC(=O)c1cc2c(ccn2C)n1CC(=O)N1CCN(c2ccc(F)cc2)CC1,5,-1,0.0,-6,-1,0.3,94,2,0.7,5
C=C(C)c1cccc(C(C)(C)NC(=O)N2CCCCC2CC)c1 (stereo unspecified),-16,0,0.3,6,1,2.0,97,53*,1.4,-1

# Quoted at random: 2 compounds from above, in no set order.
SMILES,H9c2 protect,Exocytosis inh,aDG glyco up,ABHD5-PLIN5 inh,MC4R antag cAMP,MC4R barr agon,ABCB6 inh MLPCN,HTR2A ag,hiPSC survival,Glyco luc inh
CCOC(=O)c1cc(-c2csc(Nc3c(C)cc(C)cc3C)n2)on1,-14,91*,-0.1,2,23,2.5,91,-1,-0.2,3
Cc1ccc(/C=C/C(=O)OCC(=O)N(CC(C)C)c2c(N)n(Cc3ccccc3)c(=O)[nH]c2=O)o1,6,4,0.7,6,-4,2.2,97,-4,-0.3,3

# Next results
SMILES,H9c2 protect,Exocytosis inh,aDG glyco up,ABHD5-PLIN5 inh,MC4R antag cAMP,MC4R barr agon,ABCB6 inh MLPCN,HTR2A ag,hiPSC survival,Glyco luc inh
CCSC(=O)NC12CC3CC(CC(C3)C1)C2,13,-2,0.1,0,7,1.9,101,0,-1.8,-2
Nc1nonc1-c1nc2ccccc2n1CCC(=O)O,1,0,-0.2,4,4,-0.8,103,1,-1.1,0
COc1ccc(CNC(=O)C2CCN(S(=O)(=O)c3cc(OC)ccc3OC)CC2)cc1,8,10,-0.1,2,0,-0.6,94,-4,1.6,1
O=C(Nc1ccc(O)c(-c2nc3ccccc3s2)c1)c1cccs1,-11,-4,-0.2,-1,6,24*,99,4,3.2,1
COC(=O)[C@H](Cc1ccccc1)N(C)S(=O)(=O)c1cccc(S(=O)(=O)N(C)[C@@H](Cc2ccccc2)C(=O)OC)c1,19,-15,0.2,-5,4,0.4,90,3,-2.5,-5
Cc1cc(=O)n2nc(N3CCC(C(=O)Nc4cccc(Cl)c4C)CC3)sc2n1,-1,-2,-0.2,-1,1,-2.5,94,1,0.2,6
COc1ccccc1NC(=O)C1CCCCN1S(=O)(=O)c1ccc(F)cc1 (stereo unspecified),7,-2,0.0,-1,3,-1.5,96,-5,-0.5,-2
CC(C)CC1(C)CNC(=O)NC1,4,-4,0.1,-1,-4,-0.9,98,2,-2.4,0
O=C(Nc1ccc2c(c1)Cc1ccccc1-2)c1ccco1,-15,0,0.9,6,7,-2.0,103,1,-3.5,-11
COc1ccc2nc(NCc3cccnc3)sc2c1,-5,2,0.0,-4,6,-1.2,95,-4,1.0,0
COc1cccc(-c2cnc(C(O)c3ccc(F)cc3C)[nH]2)c1 (stereo unspecified),-2,-3,-0.1,10,12,-0.6,96,0,2.4,6
CCOc1ccc(C2C3=C(CCCC3=O)Nc3ccc4ncccc4c32)cc1 (stereo unspecified),32,0,0.0,7,21,0.0,101,-1,-0.1,2
S=c1[nH]nc(C2CCCCC2)n1/N=C/C=C/c1ccccc1,6,4,-0.1,-8,15,5.6,100,3,-2.8,-6
CC(C)CCNC(=O)C1CCN(S(=O)(=O)c2ccc3nc4c(c(C(=O)O)c3c2)CCCCC4)CC1,-1,-3,-0.1,1,-1,-0.8,98,0,1.0,1
COc1ccc(CNC(=O)CSc2cccc3cccnc23)cc1,7,6,0.1,5,7,0.1,93,-3,0.2,-2
O=S(=O)(NCc1cccnc1)c1ccc2ccccc2c1,-8,-15,0.5,-3,1,-1.9,92,-6,-0.5,-1
CCOc1ccc(-n2c(=O)c3c(C)c(C(=O)N(C)C)sc3n(CC(=O)Nc3ccccc3F)c2=O)cc1,-3,-1,0.8,-8,24,0.7,93,0,0.9,0
O=C(NCSc1ccnc(SCNC(=O)c2ccccc2)n1)c1ccccc1,4,-3,-0.1,-2,-5,-1.0,100,-2,0.1,-1
CC(NC(=O)c1ccccc1)c1nc2ccccc2n1Cc1ccc(C#N)cc1 (stereo unspecified),14,2,-0.1,3,11,-1.7,101,-2,-1.6,-2
CC(NC(=O)C(=O)NN=C1CCCC1)c1ccccc1 (stereo unspecified),6,-1,-0.2,-7,0,-2.4,84,-3,-0.7,0
c1ccc(CN2CCN(CCN3CCn4c3nc3ccccc34)CC2)cc1,-4,-2,0.2,-1,11,-3.2,95,-1,-2.0,-1
Cn1cnnc1SCC(=O)c1cccc([N+](=O)[O-])c1,4,2,0.5,4,4,0.6,91,0,1.0,2
C[C@@H]1CN([C@@H](C)CO)C(=O)CCCn2nncc2CO[C@@H]1CN(C)C(=O)Nc1ccccc1C(F)(F)F,2,0,0.2,13,-2,2.5,100,7,1.0,3
CC1CC(C)CN(CC(O)COCCOc2ccc(Br)cc2)C1 (stereo unspecified),-2,2,-0.1,2,-5,-1.9,89,-7,-1.6,0
CCOC(=O)c1cccc(NC(=O)CSc2nnc(COc3ccccc3)n2CC)c1,5,22,0.1,1,1,-0.8,97,-2,-1.4,0
Cc1c(NC(=O)CN2C(=O)c3ccc([N+](=O)[O-])cc3C2=O)c(=O)n(-c2ccccc2)n1C,0,0,1.2,-1,6,-0.9,101,17*,-0.4,1
O=C(Nc1ccc(F)cc1)C(CCc1ccccc1)N1CCN(CC(=O)N2CCCC2)CC1 (stereo unspecified),nt,-1,-0.1,-3,nt,nt,nt,-3,nt,nt
COC(=O)COc1ccc(S(=O)(=O)Nc2ccc3c(c2)OCCO3)cc1C,-14,22,0.4,1,7,-1.6,92,5,0.1,-4
COc1cccc(OC)c1C(=O)Nc1ccc2c(c1)n(C)c(=O)n2C,10,-2,0.0,-3,3,-2.0,102,-1,0.5,9
CC(C)OC(=O)CSc1nnc(-c2ccc(Cl)cc2Cl)n1N,-5,4,-0.1,-1,9,-1.1,101,0,0.8,1
COC(=O)c1ccc(N=Nc2ccccc2)cc1,-11,-16,-0.5,-8,0,-2.9,102,-5,0.1,-1
CCCn1c(-c2cc(OC)c(OC)c(OC)c2)nc2nc3ccccc3nc21,43,-1,-0.5,-2,19,-1.7,85,9,1.7,10
Cc1ccc2[nH]c(=O)c(C3C(C#N)=C(N)Oc4c3ccc3cccnc43)cc2c1 (stereo unspecified),64*,-8,-0.1,7,5,-1.0,102,-3,1.4,-8
O=C(Nc1cccc(OC(F)(F)F)c1)C1Cc2c(-c3ccco3)ccnc2O1 (stereo unspecified),-6,-4,-0.1,0,-2,0.7,98,-5,0.5,-2
O=C(NCCN1C(=O)S/C(=C\c2ccccc2)C1=O)C1CCN(S(=O)(=O)c2cccs2)CC1,-21,0,0.5,-1,9,1.8,101,-1,0.4,1
N#Cc1cn(CCOc2ccc(F)cc2)c2ccccc12,-1,11,-0.2,-1,0,2.5,92,-9,-2.7,-3
O=C1Nc2ccccc2-c2nnnn2C1N1CCCC1 (stereo unspecified),nt,-7,-0.1,-3,nt,nt,nt,-12,nt,nt
CCn1c(SCC(=O)c2ccc3ccccc3c2)nnc1-c1cccs1,2,-4,-0.1,3,8,-3.2,109,-4,-0.5,0
CN(C)S(=O)(=O)c1cccc(NC(=O)c2cccc(S(=O)(=O)N3CCCCC3)c2)c1,-6,8,0.6,-2,13,-1.8,95,-1,-0.1,-3
C=CS(=O)(=O)c1ccc(Oc2ccc(S(=O)(=O)C=C)cc2)cc1,-26,89*,-0.4,86*,14,-2.0,90,2,-2.1,-19
CCOC(=O)N1CCN(S(=O)(=O)c2ccc(C(=O)N(CCN(CC)CC)c3nc4ccc(C)cc4s3)cc2)CC1,10,3,-0.1,3,-2,-2.0,99,-8,-0.6,2
COCc1nc2ccccc2n1Cc1c(F)cccc1Cl,-3,-4,-0.1,5,0,-2.5,99,-1,-0.2,-1
CCc1nc(C)ccc1OCC(=O)N(CC)CC,10,0,0.1,1,9,-1.1,98,-2,-1.0,-1
CCn1c(=O)c(C(=O)Nc2ncccc2C)c(O)c2ccccc21,-11,-2,-0.2,3,0,-2.0,101,7,0.0,4
Cc1[nH]c2ccccc2c1/C=N/NC(=O)Nc1ccccc1,-8,5,-0.1,-3,-7,-3.2,97,-3,2.2,1
Cc1cccc(C)c1NC(=O)C(c1ccccc1)N1CCC(Cc2ccccc2)CC1 (stereo unspecified),-7,46,0.0,-4,nt,nt,97,-2,-0.7,-1

# Screening results: PubChem BioAssay, several laboratories
